# RXFP1 antag – antagonists of human relaxin receptor RXFP1. Q9HBX9. HEK293-RXFP1, relaxin-stimulated cAMP HTRF, 30 min; hits give low values. activity change, negative = inhibition, % at 57.5 µM. 350,000 compounds, 0.59% hits;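 active = activity change of -60% or lower, but not beyond a set lower limit; inconclusive = change between -60% and -40%, or beyond the set limit; inactive = change above -40%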; also: % is scaled to controls: 0 for no effect and ±100 for the full control effect
# Target sequence (Q9HBX9 whole entry, looked up): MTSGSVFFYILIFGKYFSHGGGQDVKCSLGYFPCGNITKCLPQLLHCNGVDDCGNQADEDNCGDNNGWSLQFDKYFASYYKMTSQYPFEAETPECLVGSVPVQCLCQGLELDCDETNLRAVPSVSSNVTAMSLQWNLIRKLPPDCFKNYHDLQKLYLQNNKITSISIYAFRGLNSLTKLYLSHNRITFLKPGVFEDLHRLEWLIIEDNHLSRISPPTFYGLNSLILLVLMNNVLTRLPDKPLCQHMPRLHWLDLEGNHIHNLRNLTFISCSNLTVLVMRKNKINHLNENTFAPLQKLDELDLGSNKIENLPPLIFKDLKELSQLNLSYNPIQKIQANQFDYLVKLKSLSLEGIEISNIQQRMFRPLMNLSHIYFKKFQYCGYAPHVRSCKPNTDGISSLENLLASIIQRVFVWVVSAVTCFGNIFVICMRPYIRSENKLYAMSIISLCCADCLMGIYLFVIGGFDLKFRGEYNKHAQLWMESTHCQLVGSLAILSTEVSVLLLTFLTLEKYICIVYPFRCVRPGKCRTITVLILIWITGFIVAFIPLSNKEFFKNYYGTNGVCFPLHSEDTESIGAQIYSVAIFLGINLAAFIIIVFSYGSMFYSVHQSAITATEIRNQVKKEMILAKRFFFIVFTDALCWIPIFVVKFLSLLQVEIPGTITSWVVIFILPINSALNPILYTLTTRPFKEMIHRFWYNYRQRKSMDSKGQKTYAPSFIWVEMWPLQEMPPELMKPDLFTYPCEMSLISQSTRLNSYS
# Vif-APOBEC3F blk – inhibitors of Vif-A3F interaction; HeLa A3F-eYFP + Vif (tagged APOBEC3F with the HIV-1 protein that degrades it), YFP fluorescence increase; Potency, µM (doses to about 46.1 µM), for the others: at the top dose activity, negative = active; 390,000 compounds, 0.2% hits; AID 602313; also: potency is read from the fitted curve at half-maximal effect; % of control where 0% means no effect; nearly all actives have a fitted effect of over 65% in size
#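 Fluorescence increase (Ex 488/Em 500-530) after overnight compound treatment at 37 deg C flags inhibition of Vif-driven A3F-eYFP loss in stable HeLa A3F-eYFP/Vif cells seeded overnight beforehand.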
# RXFP1 agonist – RXFP1 (human) receptor agonism. Q9HBX9. HEK293T-RXFP1 cAMP TR-FRET, 30 min; response scale: percent of porcine relaxin response, buffer zero. 370,000 compounds, 0.3% hits. Potency, µM (highest dose often 57.5 µM), inactives show at the top dose activation, actives largely listed as activators; also: potency is read from the fitted curve at half-maximal effect; % is scaled to controls: 0 for no effect and ±100 for the full control effect; nearly all actives have a fitted effect of over 60% in size; many of its hits are not listed in these tables
#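 cAMP rise read by TR-FRET after 30 min, 37C compound exposure (up to 58 uM) in RXFP1-transfected HEK293 cells with Ro 20174 present. EC50 from Hill-equation fits, with 29 nM porcine relaxin as 100% and buffer as basal.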
# D1 antag – antagonists of human D1 dopamine receptor; P21728; 360,000 compounds, 3.2% hits; HEK293 TREx D1 cells, calcium flux, dopamine EC80; hits give low values; AID 504652; activity change, negative = inhibition, % at 10 µM; in the data active = activity change below about -30%; also: % is scaled to controls: 0 for no effect and ±100 for the full control effect
#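 Antagonism measured as reduced calcium response to an EC80 dopamine addition following 180 s compound pre-read; cells were inducible HEK293 Trex D1 plated overnight at 30 C, read kinetically at 1 cycle/sec.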
# D1 agonist – activates the human D1 dopamine receptor; P21728; HEK293 T-REx D1 cells, calcium flux, agonist mode; activation, % at 2 µM; 360,000 compounds, 1% hits; AID 504660; in the data active = activation above about 30%; also: 0% is about no effect
#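 Tetracycline-induced HEK293 TREx D1 cells, force-coupled to calcium signalling, were dye-loaded with a no-wash calcium kit. Compound was pin-added after a 10 s baseline. Fluorescence was read kinetically at 1 cycle/s for 180 s, with calcium rises flagged as agonism.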
# D1 PAM – human D1 dopamine receptor positive modulation | P21728 | HEK293 TREx D1 cells, calcium flux, dopamine EC20 potentiation | potentiation, % at 10 µM | 360,000 compounds, 0.036% hits | AID 504651; in the data active = potentiation above about 30%; also: 0% is about no effect
# GRP78 ERSR act – ER stress response induction in glioma; U87-MG GRP78 promoter luciferase reporter, 16 h; Potency, µM, for inactives: at the top dose activation, hits mostly activators; 420,000 compounds, 0.02% hits; AID 602332; also: potency is read from the fitted curve at half-maximal effect; series mostly up to about 76 µM; % of control where 0% means no effect; nearly all actives have a fitted effect of over 35% in size
#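 ERSR induction read as luciferase luminescence (Bright-Glo, 10 min at room temperature) in stably transfected human U87-MG glioma cells exposed to compounds for 16 h, using GRP78 as sensor.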
# Vif-APOBEC3G blk – blocks the Vif interaction with human APOBEC3G; Potency, µM (titrated, usually from 46.1 µM), for inactives: top-dose activity, negative = active, most hits filed as inhibitors; HeLa A3G-eYFP + Vif (tagged APOBEC3G with the HIV-1 protein that degrades it), YFP fluorescence, overnight; AID 602310; 410,000 compounds, 0.076% hits;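 also: potency is read from the fitted curve at half-maximal effect; % is scaled to controls: 0 for no effect and ±100 for the full control effect; nearly all actives have a fitted effect of over 60% in size; hits raise eYFP signal because A3G escapes Vif-driven loss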
#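 Read-out is eYFP fluorescence (Ex 488/Em 500-530) from Vif-expressing HeLa A3G-eYFP cells; more signal means A3G escaped Vif-mediated degradation. Cells plated overnight, compound pinned in, incubated overnight at 37 deg C.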
# D2 potentiator – positive allosteric modulators of human D2 dopamine receptor; P14416; HEK293 T-REx D2, calcium flux, EC20 dopamine potentiation; potentiation, % at 10 µM; 340,000 compounds, 0.34% hits; AID 485347;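 active = potentiation over 3 SD above the plate norm, cut at about 30% in these data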; also: 0% is about no effect
#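 Calcium flux readout, no-wash dye, 1 read/s. Inducible HEK293 Trex D2 line, overnight 30 C. Compound alone 180 s (agonist flags), then EC20 dopamine, another 180 s to score potentiation.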
# Numbers without * were called inactive; ? = inconclusive; nt = not tested or not shown; & = joins results of further samples. Unless noted, calls follow the shape of the dose curve; as a rule, active = well fitted curve in the direction sought with a large enough effect; inconclusive = small, poorly fitted or top-dose-only effect, or another doubt; inactive = no such curve, though single readings can be large; an effect the other way counts as inactive or inconclusive.
no.	canonical_smiles	RXFP1 antag	Vif-APOBEC3F blk	RXFP1 agonist	D1 antag	D1 agonist	D1 PAM	GRP78 ERSR act	Vif-APOBEC3G blk	D2 potentiator
1	Cc1ccc(CN2C(=O)CCC2C(=O)NCCN(CC(C)C)CC(C)C)cc1 (centres undefined)	-20	-7%	4.1%	7	2	3	-4%	-2%	-17
2	O=C(CSc1nnc(-c2ccncc2)o1)NC1CCCCC1	18	-2%	0.4%	2	0	5	0%	0%	7
3	COc1ccc(S(=O)(=O)Nc2ccc(C)cc2)cc1OC	-2	-8%	0.6%	-3	2	-4	-3%	0%	3
4	CC(C)CN(C(=O)COC(=O)c1ccccn1)c1c(N)n(Cc2ccccc2)c(=O)[nH]c1=O	2	-8%	-0.3%	-10	2	0	-1%	-1%	1
5	CCNS(=O)(=O)c1ccc(C(=O)OCC(=O)N2CCCc3ccccc32)cc1	-7	0%	3.2%	-6	11	nt	-4%	-1%	-13
6	CC(C)(C)NC(=O)c1ccc(NC(=O)c2ccccc2-c2ccccc2C(=O)O)cc1	4	7%	1.4%	-9	3	12	5%	-1%	1
7	O=C(NC(=S)Nc1ccccc1)c1cc(-c2ccccc2)nc2ccccc12	-1	-6%	-1.2%	14	4	0	-2%	1%	-13
8	CCCCc1c(C)nc(Nc2ccc(OC)cc2)[nH]c1=O	2	-7%	-0.3%	-37*	1	-1	-2%	1%	-5
9	CCN(CCNC(=O)C1CCN(c2nnc(-n3cccc3)s2)CC1)c1ccccc1	nt	-1%	1.5%	-9	-3	-4	-4%	0%	5
10	COc1ccc(-c2sc(Nc3ccccc3)n[n+]2-c2ccc(F)cc2)c(OC)c1OC	nt	3%	5.1%	-5	1	-3	-3%	0%	-7
11	Cc1nn(Cc2ccccc2)c(Cl)c1C(=O)NC(C)(C)C	-12	4%	3.1%	-22	5	-9	1%	-1%	-10
12	COc1cc(/C=C/C(=O)Nc2cccc(S(=O)(=O)NC3=NCCCCC3)c2)ccc1OCC#N	-31	4%	4.6%	-2	1	-8	-4%	-10%	1
13	N#CCSCC(=O)Nc1ccccc1	4	-3%	0.5%	3	3	-1	1%	2%	5
14	O=c1cnn(-c2ccc(Cl)cc2Cl)c(-c2ccccc2)c1	-14	?	3.9%	-19	4	-1	0%	0%	-4
15	Cc1cccc(N(C)c2cc(C)nc3nc(C)nn23)c1	4	-1%	-0.1%	2	0	1	0%	-25%	nt
16	CCOC(=O)N1CCN(C(=O)/C=C/c2ccc([N+](=O)[O-])cc2)CC1	10	1%	-2.2%	nt	-1	-7	2%	0%	5
17	CC(=O)Nc1ccc(S(=O)(=O)Nc2nc3ccccc3nc2Nc2ccc(N)cc2)cc1	-2	13µM*	6.8%	27	27	-3	-1%	-7%	-4
18	CCN1CCN(c2nc3c(c(=O)[nH]c(=O)n3C)n2Cc2cccc(C)c2)CC1	2	-4%	nt	nt	nt	nt	-5%	-1%	nt
19	Cc1ccc(S(=O)(=O)N2CCN(c3ccc([N+](=O)[O-])c4cccnc34)CC2)cc1	-2	-17%	-3.0%	3	3	3	-4%	-14%	10
20	Cc1nnc(SC(C)C(=O)Nc2ccc(S(=O)(=O)N3CCCCCC3)cc2)s1 (centres undefined)	20	-3%	-1.4%	4	14	-5	-1%	-1%	-2
21	COc1ccc(-c2cc(C(=O)N(C)Cc3cccc(OC)c3OC)c3ccccc3n2)cc1OC	-3	6%	10%	-11	3	-3	-2%	-12%	3
22	CC1(C(=O)NCCN2CCOCC2)C=CCN1C(=O)c1ccccc1 (centres undefined)	nt	-1%	2.2%	-2	-1	-5	-1%	2%	1
23	COc1ccc(CCNC(=O)CCc2c(C)nc3cc(-c4ccc(Cl)cc4)nn3c2C)c(OC)c1	nt	1%	0.4%	4	-1	-3	-8%	3%	nt
24	Cc1ccc(O)c(C2=NNC(c3ccc(Cl)cc3)C2)c1 (centres undefined)	-10	2%	0.6%	-1	3	4	15%	-1%	-7
25	Cc1cn(C)c(CC(=O)NCc2cccc(Cl)c2)c1C(=O)O	-3	-4%	-1.7%	17	0	-1	-5%	4%	16
26	CC(C(=O)Nc1cccc(S(=O)(=O)N2CCOCC2)c1)N1CCN(c2ccc(F)cc2)CC1 (centres undefined)	-4	-12%	0.8%	4	6	-6	-3%	-8%	nt
27	CCCCNC(=O)N(C)c1nc2ccccc2s1	-15	9%	2.9%	17	3	-3	-1%	-2%	3
28	C=CCOc1ccc(C(=O)Nc2ccccc2C(=O)NCc2cccnc2)cc1	-1	0%	0.2%	-2	1	-3	0%	?	-10
29	Cc1ccc(-c2cc(C(=O)NCCc3ccccc3)c3c(-c4ccc(C)cc4)[nH]nc3n2)cc1	6	nt	9.0%	39	4	-4	nt	nt	5
30	CN(c1ccc(OCC(=O)OCC(=O)NCc2ccco2)cc1)S(=O)(=O)c1ccc2ccccc2c1	14	5%	-1.2%	18	4	-5	-2%	-1%	5
31	C=CCNC(=O)COc1ccccc1C#N	-3	2%	3.3%	16	2	-1	5%	3%	-3
32	CC(C)(C)NC(=O)N1CCN(c2ncccc2C(F)(F)F)CC1	0	-3%	0.1%	9	0	-5	-1%	-4%	-12
33	CC(=O)Nc1ccc(C(=O)NCCN2CCOCC2)cc1	-10	1%	-0.5%	13	1	8	-2%	0%	6
34	COc1ccccc1/C=C/C=N/n1c(COc2ccccc2)n[nH]c1=S	-10	0%	2.2%	0	5	-5	0%	0%	-5
35	CC1CCN(S(=O)(=O)c2ccc(NC(=O)Cc3ccc(S(=O)(=O)N4CCOCC4)s3)cc2)CC1	-8	4%	-0.5%	-5	2	-8	-2%	-1%	-5
36	Cc1ccsc1/C=N/NC(=S)NCc1ccccc1	-8	0%	-3.0%	-9	4	-1	0%	0%	13
37	CCOc1ccccc1CNC(=O)C1CCN(c2nnc(C)c3c(C)n(-c4ccc(C)cc4)nc23)CC1	9&-18	-12%&-10%	?	135&3	5&6	-2&16	?	?	-5&6
38	COc1ccc([N+](=O)[O-])cc1NC(=O)CSc1nc(C)c(C)c(C)n1	-4	2%	6.9%	-12	4	-6	-2%	2%	-2
39	O=C(O)C1CC(=O)N(CCOc2ccccc2)C1 (centres undefined)	17	4%	-1.1%	5	2	-3	0%	1%	0
40	O=C(NCC(=O)N1CCN(c2ccccc2O)CC1)c1cccs1	9	4%	0.7%	-18	10	-5	0%	-1%	-11
41	O=C(Oc1ccc[nH]c1=O)c1ccc(F)cc1	-3	7%	nt	nt	nt	nt	-2%	0%	nt
42	CCNc1nc(NCC)nc(N/N=C/c2ccc(N(C)C)cc2)n1	0	?	-1.5%	54	0	-6	5%	-1%	-2
43	Cc1cc(C)n2nc(C(=O)OCCOc3ccc(F)cc3)nc2n1	-16	3%	7.2%	24	8	-3	-4%	-1%	9
44	CC1CCCCN1C(=O)CSc1nnc(-c2c[nH]c3ccccc23)o1 (centres undefined)	-11	3%	1.0%	20	5	-5	4%	-1%	3
45	COCCNC(=O)c1ccc(Cn2c(SCC(N)=O)nc3ccccc3c2=O)cc1	nt	6%	-0.9%	-4	1	-2	-2%	-2%	2
46	CC(=O)Nc1ccc(S(=O)(=O)NC2CCS(=O)(=O)C2)cc1Cl (centres undefined)	3	-4%	3.6%	12	6	2	1%	0%	11
47	COc1cc(C(=O)O[C@H]2CC(C)=CC[C@@]3(C)CC[C@@](O)(C(C)C)[C@H]23)ccc1O	10	1%	2.3%	-8	4	-2	-3%	-5%	15
48	Cn1nnnc1SCCCNCc1cccc(OCc2ccccc2F)c1	-1	4%	-0.4%	-4	45*	-1	-3%	3%	nt
49	CCOc1cc(CNC(C)(C)C)ccc1OCC(=O)Nc1cccc(C(F)(F)F)c1	-33	?	-0.4%	nt	10	-2	-2%	-1%	2
50	Fc1cccc(Cl)c1Cn1nnc(-c2ccc3c(c2)OCO3)n1	5	-17%	2.5%	14	18	0	4%	1%	nt

# (further entries)
no.	canonical_smiles	RXFP1 antag	Vif-APOBEC3F blk	RXFP1 agonist	D1 antag	D1 agonist	D1 PAM	GRP78 ERSR act	Vif-APOBEC3G blk	D2 potentiator
51	O=C(COC(=O)Cc1ccsc1)Nc1ccccc1	2	-9%	-3.3%	-11	0	-2	1%	1%	6
52	O=C(NCc1cccs1)c1nn(-c2ccccc2Cl)nc1CO	-20	1%	-1.9%	-5	1	-1	-2%	7%	-6
53	Cc1cc(C)nc(N2CCCC(C(=O)Nc3nnc(C(C)(C)C)s3)C2)n1 (centres undefined)	0	-4%	-0.3%	0	2	1	-5%	1%	3
54	CC(=O)Nc1cccc(O)c1	5	-11%	1.0%	nt	4	4	?	3%	nt
55	CCOC(=O)CSc1nc2sc3c(c2c(=O)n1CC)CC(C)(C)OC3	18	-6%	0.7%	-11	1	-3	-5%	0%	-1
56	CCOc1ccc(-c2c(C#N)c(N)nc3sc(C(=O)c4ccccc4)c(N)c23)cc1	3	?	-1.9%	3	10	0	1%	1%	-12
57	COc1cc(Cl)c(NC(=O)CC(C)S(=O)(=O)c2cc3c(cc2C)NC(=O)CO3)c(OC)c1 (centres undefined)	0	1%	0.7%	8	-1	-1	-2%	-1%	4
58	CCOC(=O)c1cnc2c(ccc3ccccc32)c1NCCO	-6	-5%	0.4%	-19	1	-3	-1%	-2%	-5
59	CCOc1cc(-c2nnc(SCC(=O)Nc3ccc(F)c(F)c3)nc2-c2ccc(OC)c(OCC)c2)ccc1OC	-5	2%	23%	21	-2	-1	0%	-4%	nt
60	CN(C)c1cc(N)c2ccccc2n1 (tested in a mixture with another compound)	-6	-11%	0.3%	5	1	-4	-3%	1%	-5
61	C/C(CC(=O)Nc1ccc2c(c1)OCCO2)=N\NC(=O)COc1ccc(C)cc1	-77*	-1%	1.4%	29	-2	10	0%	-3%	21
62	COc1ccc(C2=NOC(CN3C(=O)c4ccccc4S3(=O)=O)C2)cc1 (centres undefined)	-3	-16%	1.1%	-27	18	-7	-5%	0%	4

# Assay outcomes (PubChem BioAssay)

# Some of the compounds tested, so the mix of outcomes need not match the whole.
